Screening data (PubChem)
H9c2 TAG inh: triacylglycerol accumulation inhibition. H9c2 cells, Nile Red lipid (TAG) fluorescence; cells loaded with 200 µM oleic acid. inhibition, % at 12.5 µM. 230,000 tested, 0.66% active. AID 651582;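 active means pattern-corrected inhibition of lipid staining of at least 50% with the nuclear-stain viability signal not falling by more than 50%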;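 further: 0% = DMSO wells and 100% = triacsin C control wells; some results filed as inactive read as strong as hits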
H9c2 TAG inh DAPI viability: further read-out of H9c2 TAG inh, marked with its call; DAPI nuclei signal change (viability), lower = more cytotoxic, %;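 whole-well DAPI fluorescence read on a plate reader as a viability signal; minus 50 percent equals half of cells still viable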
Starred values were filed as active, the others as inactive; & = joins results of further samples. This is a subset; count on the stated rates, not on these rows.

| SMILES | H9c2 TAG inh | H9c2 TAG inh DAPI viability |
| --- | --- | --- |
| CCN1CCN(C(CNS(=O)(=O)c2ccc(Br)cc2)c2cccnc2)CC1 (stereo not given) | 8 | 2 |
| CC12CCC(=O)N1C(C(=O)NCCc1ccc(S(N)(=O)=O)cc1)CS2 (stereo not given) | 16 | -7 |
| CC(=O)C(Cc1ccccc1)NC(=O)COC(=O)c1ccc(-n2cnnn2)cc1 (stereo not given) | 2 | -3 |
| O=C(COC(=O)c1ccco1)NCCNC(=O)COC(=O)c1ccco1 | -24 | -16 |
| Cc1ccc(C(C)n2cc(C(=O)NCCN3CCN(C)CC3)nn2)cc1 (stereo not given) | 14 | -6 |
| CCN(CC)CCNC(=O)c1ccc(NC(=O)c2ccc(Cl)c(S(=O)(=O)N3CCCCCC3)c2)cc1 | 20 | -4 |
| CCC1=NN(C(=O)c2ccccc2Br)C(O)(c2ccc(Br)cc2)C1 (stereo not given) | 0 | 14 |
| Cc1ccc(S(=O)(=O)N/N=C\c2ccc3c(c2)OCO3)c(C)c1 | -6 | -5 |
| COc1cccc(C(=O)NNC(=O)c2ccc(NS(=O)(=O)c3cccs3)cc2)c1OC | 10 | 3 |
| COc1cc(/C=N\NC(=O)c2c(C)nc3cc(C)ccn23)ccc1O | 1 | 5 |
| NS(=O)(=O)c1ccc(NC(=O)CSc2ccccn2)cc1 | -19 | 12 |
| COc1ccc(NC(=S)N2CCC(C(=O)c3ccc(C)cc3)CC2)c(OC)c1 | 4 | 11 |
| CN1C(=O)NC(=O)C1c1ccccc1 (stereo not given) | 5 | 6 |
| Cc1ccc(CNC(=O)CS(=O)(=O)c2cn(CC(=O)N3CCOCC3)c3ccccc23)cc1 | 15 | -11 |
| COc1ccc(S(=O)(=O)N2CCCCC2)cc1NC(=O)CCC(=O)N1CCC(c2ccccc2)=N1 | 7 | -2 |
| CC(C)CC(CO)N1CCN(C(=O)c2ccc(Cl)cc2)CCC1=O (stereo not given) | -4 | 0 |
| O=C(N/N=C/c1cccn1-c1ccc([N+](=O)[O-])cc1)c1cccnc1 | -12 | 6 |
| Cc1onc(-c2ccccc2Cl)c1C(=O)Nc1cnn(Cc2ccccc2)c1 | 7 | -2 |
| COc1ccccc1C(=O)Nc1ccc(OCC(=O)N2CCCCC2C)cc1 (stereo not given) | 3 | -7 |
| Nc1ccn(CCCN2CCN(Cc3cccc4ccccc34)CC2)c(=O)n1 | -2 | 13 |
| COc1ccc2sc(-c3ccc(N(C)C)cc3)c(-c3cnc(OC)nc3)c2c1 | -4 | 48 |
| CC(NS(=O)(=O)c1ccc(OCC(=O)Nc2cccc([N+](=O)[O-])c2)cc1)c1ccccc1 (stereo not given) | -2 | -3 |
| Cc1ccc2[nH]c3c(c2c1)CCCC3NCCO (stereo not given) | 28 | -3 |
| CN1C(=O)Cc2cc(S(=O)(=O)NCc3cccs3)ccc21 | 19 | -18 |
| O=C(COC(=O)/C=C/c1ccc(Cl)cc1)NC1CCCCCC1 | 14 | -1 |
| O=C(COC(=O)c1ccc(Cl)nc1)Nc1ccc2c(c1)OCO2 | 16 | 1 |
| O=C(Cc1ncc(C(F)(F)F)cc1Cl)NC1CC1 | 9 | -7 |
| CC(/C=N/n1c(COc2ccccc2)n[nH]c1=S)=C\c1ccco1 | 9 | -6 |
| O=[N+]([O-])c1ccc(C(=S)N2CCN(Cc3ccccc3)CC2)cc1 | -3 | -2 |
| CCOC(=O)C1CCN(C(=O)Cn2cc(C(=O)OC)c3ccccc32)CC1 | 7 | 1 |

Taken from above:
H9c2 TAG inh DAPI viability, CC(NS(=O)(=O)c1ccc(OCC(=O)Nc2cccc([N+](=O)[O-])c2)cc1)c1ccccc1 (stereo not given) stands at -3
H9c2 TAG inh, Cc1ccc(S(=O)(=O)N/N=C\c2ccc3c(c2)OCO3)c(C)c1 stands at -6

Full records, quoted from the list.
O=C(COC(=O)c1ccc(Cl)nc1)Nc1ccc2c(c1)OCO2 is entered as H9c2 TAG inh = 16; H9c2 TAG inh DAPI viability = 1
CCOC(=O)C1CCN(C(=O)Cn2cc(C(=O)OC)c3ccccc32)CC1 is entered as H9c2 TAG inh = 7; H9c2 TAG inh DAPI viability = 1

Next part.
| SMILES | H9c2 TAG inh | H9c2 TAG inh DAPI viability |
| --- | --- | --- |
| COc1cccc(/C=C/C(=O)Nc2ccccc2N2CCOCC2)c1 | 2 | 1 |
| CN(C)CCCNC(=O)/C=C/c1ccc(OCc2c(F)cccc2Cl)cc1 | -1 | 9 |
| CCOC(=O)C(C(=O)c1ccccc1)C(c1ccccc1)c1nccc2ccccc12 (stereo not given) | -1 | 2 |
| N#Cc1cccc(NC(=O)c2nc(-c3ccccc3)n(-c3ccccc3)n2)c1 | 8 | -1 |
| Cc1ccccc1NS(=O)(=O)c1ccc(C(=O)N(C)CC(=O)Nc2ccccc2Br)cc1 | -6 | 12 |
| O=C(Cc1csc(Nc2nc(=S)[nH]c3ccccc23)n1)NCCCN1CCN(c2ccccc2F)CC1 | 33 | 9 |
| CC(OC(=O)c1ccc(-n2cnnn2)cc1)C(=O)Nc1ccccc1F (stereo not given) | 0 | -6 |
| Cc1cc(C(=O)Nc2ccccc2C(=O)O)ccc1NC(=O)COc1ccccc1Cl | -18 | 4 |
| CC(CNC(=S)Nc1cc(F)cc(F)c1)CSc1ccc(Cl)cc1 (stereo not given) | -17 | 11 |
| C[C@H](CO)N1C[C@H](C)[C@@H](CN(C)S(=O)(=O)c2ccc(F)cc2)Oc2c(NC(=O)c3ccncc3)cccc2C1=O | 6 | -2 |
| CCOC(=O)C1=C(COC(=O)c2ccco2)NC(=O)NC1CC (stereo not given) | 12 | -2 |
| COC(=O)c1ccc(N2CCOCC2)c(F)c1 | 0 | -5 |
| COc1cccc(OC)c1C(=O)Nc1ccc(N2CCN(S(C)(=O)=O)CC2)cc1 | -4 | 2 |
| On1c(-c2ccco2)nc2c1CCc1nonc1-2 | 11 | -6 |
| COc1ccc(-n2nc(C(=O)Nc3ccc4c(c3)OCO4)c3ccccc3c2=O)cc1 | -12 | -2 |
| CCN1C(=O)[C@H]2[C@H]3CN=C(SCc4ccc(C(=O)OC)cc4)N3[C@@](CC)(C(=O)OC)[C@H]2C1=O | 16 | -5 |
| CCCNC(=O)Nc1cc(C)on1 | -5 | -15 |
| O=[N+]([O-])c1ccccc1CNCCCCO | 8 | -7 |
| CC(CC(=O)Nc1ccc2c(c1)OCCO2)c1ccccc1 (stereo not given) | -18 | 13 |
| CCCCOc1ccccc1P(=O)(O)CP(=O)(c1ccccc1)c1ccccc1 | 2 | 15 |
| CCOc1ccc(NC(=O)COc2ccc(C(=O)N3CCC(C(N)=O)CC3)cc2OC)cc1 | -3 | 0 |
| O=c1[nH]c(=O)n(C2CCCO2)cc1Br (stereo not given) | 7 | 4 |
| COc1ccc([N+](=O)[O-])cc1N(CC(=O)O)S(C)(=O)=O | -2 | 5 |
| COc1cccc(/C=N/n2c(-c3cc(C)[nH]n3)n[nH]c2=S)c1OC | 0 | -4 |
| O=C(c1cccc(-n2cccc2)c1)N1CCN(S(=O)(=O)c2ccccc2Br)CC1 | -10 | -1 |
| CC1(c2cccc(Br)c2)NC(=O)N(CC(=O)c2ccc3c(c2)OCO3)C1=O (stereo not given) | -2 | 7 |
| Cc1cc(C)n2c(nc3ccccc32)c1C(=O)NN | 8 | 3 |
| Cc1ccc(C(=O)C2CC2)cc1C | -30 | 0 |
| CSCCC(NS(=O)(=O)c1cc(C(=O)O)ccc1Cl)C(=O)O (stereo not given) | 0 | 6 |
| Cc1cccc(C)c1NC(=O)CN(C)C(=O)/C=C/c1cccs1 | -4 | 8 |
| CN1CCN(CC(O)COc2ccc(S(=O)(=O)N3CCOCC3)cc2)CC1 (stereo not given) | -12 | 2 |
| CC(=O)Nc1cccc(NC(=O)C2CCCN2C(=O)Nc2cccc(F)c2)c1 (stereo not given) | -12 | -3 |
| CC1CCN(C(=O)c2ccc3ccccc3c2)CC1 | 9 | 1 |
| COc1cc(CN2C(=O)C(Cc3ccccc3)ON=C2c2ncccc2C)cc(OC)c1 (stereo not given) | 0 | -2 |
| CCOc1cccc(OCCCNCCCOC)c1 | 5 | -1 |
| O=C1C2C3C=CC(C3)C2C(=O)N1c1ccncc1 (stereo not given) | -19 | 1 |
| COc1ccc(-c2c(-c3ccc(C#N)cc3)oc(=O)c3cc(OC)c(OC)cc23)cc1 | -13 | 13 |
| O=C(COC(=O)/C=C/c1ccc([N+](=O)[O-])cc1)NCC1CCCO1 (stereo not given) | 11 | -4 |
| Cc1cccc(C(=O)N=c2c(C#N)cc3c(=O)n4cccc(C)c4nc3n2Cc2ccco2)c1 | 8&35 | 11&15 |
| O=C(COC(=O)Cc1n[nH]c(=O)c2ccccc12)Nc1ncc(Cl)cc1Cl | -7 | -1 |

By substructure: the compounds so far with a COOH group
| SMILES | H9c2 TAG inh | H9c2 TAG inh DAPI viability |
| --- | --- | --- |
| Cc1cc(C(=O)Nc2ccccc2C(=O)O)ccc1NC(=O)COc1ccccc1Cl | -18 | 4 |
| COc1ccc([N+](=O)[O-])cc1N(CC(=O)O)S(C)(=O)=O | -2 | 5 |
| CSCCC(NS(=O)(=O)c1cc(C(=O)O)ccc1Cl)C(=O)O (stereo not given) | 0 | 6 |

Arranged by count of non-hydrogen atoms (lowest first): some entries from above
| SMILES | H9c2 TAG inh | H9c2 TAG inh DAPI viability |
| --- | --- | --- |
| O=[N+]([O-])c1ccccc1CNCCCCO | 8 | -7 |
| O=C(COC(=O)c1ccc(Cl)nc1)Nc1ccc2c(c1)OCO2 | 16 | 1 |
| O=C(c1cccc(-n2cccc2)c1)N1CCN(S(=O)(=O)c2ccccc2Br)CC1 | -10 | -1 |

New compounds follow.
| SMILES | H9c2 TAG inh | H9c2 TAG inh DAPI viability |
| --- | --- | --- |
| N#Cc1c(N)n[nH]c1Cc1cccc2ccccc12 | -4 | -6 |
| COC(=O)CCN1CCC2CC1c1cc(N3CCCCC3)ccc12 (stereo not given) | 8 | 1 |
| CCCNC(=O)C1(C)CCN(CCOc2ccc(Cl)cc2)C1 (stereo not given) | 34 | -10 |
| O=C1CC(C(=O)N2CCN(c3ccccn3)CC2)CN1Cc1ccccc1Cl (stereo not given) | -16 | 4 |
| Cc1nnc(N/N=C/c2c[nH]c3ccccc23)[nH]c1=O | 4 | 4 |
| N#CCCN(Cc1ccccc1)C(=O)Nc1ccc2c(c1)CCO2 | 3 | -8 |
| COc1cc2c(C(=O)N3CCN(c4cccc(Cl)c4)CC3)cn(C)c(=O)c2cc1OC | 22 | -7 |
| Cc1ccc2c(c1)C(C)CC(C)(C)N2C(=O)CN1CCN(C)CC1 (stereo not given) | -5 | -1 |
| COc1ccc(-c2c(C#Cc3ccsc3)c3cc(-c4ccc(C(N)=O)cc4)ccc3n2C)cc1 | -22 | 4 |
| COC(=O)CCCCCNc1ccc(C(=O)OC)cc1N | 5 | 2 |
| COc1cc(-c2cc(C(=O)Nc3ccc(C)c(S(=O)(=O)N4CCOCC4)c3)c3ccccc3n2)cc(OC)c1OC | 19 | 10 |
| CC1CCc2sc(C(=O)OCC(=O)NC(C)C)cc2C1 (stereo not given) | -15 | 6 |
| O=C(COC(=O)Cc1cccc(C(F)(F)F)c1)NC1CCS(=O)(=O)C1 (stereo not given) | 7 | 6 |
| CC(Oc1ccc(Br)cc1Br)C(=O)Nc1cccnc1Cl (stereo not given) | -7 | 4 |
| COCCCNCCOc1cc(C(C)C)ccc1C | -6 | 21 |
| O=C(C1CC1)N(Cc1nc2ccccc2c(=O)[nH]1)Cc1cccs1 | -2 | -5 |
| Cc1nn(C)cc1CN(C)C(=O)c1cc2nc(-c3ccco3)cc(C(F)(F)F)n2n1 | -6 | 7 |
| O=C(O)c1cccc2c1C(=O)c1ccc(N3CCCC3)cc1S2(=O)=O | -16 | -4 |
| O=C(CN(c1ccccc1)S(=O)(=O)c1ccc(F)cc1)NC1CCS(=O)(=O)C1 (stereo not given) | 7 | -8 |
| Cc1noc(C)c1C(=O)N1CCN(c2ccccc2O)CC1 | -2 | 3 |
| O=C(CSc1nnc(NC(=O)C2CC2)s1)NCc1cccs1 | -8 | -3 |
| CCN(C(=O)COC(=O)CCCOc1ccc(Cl)cc1C)c1c(N)n(Cc2ccccc2)c(=O)[nH]c1=O | 19 | -12 |
| Cc1cc(C)c2cc3c(ccn3C3OC[C@H](O)[C@H](O)[C@H]3O)cc2n1 (stereo not given in full) | 17 | -5 |
| COc1ccc(C(CNC(=O)C(CCSC)NC(=O)c2ccccc2Cl)N2CCOCC2)cc1 (stereo not given) | 11 | -5 |
| O=C(O)CCc1nn2c3ccccc3n(Cc3ccccc3)c2nc1=O | -2 | 2 |
| CCN(C(=O)CN1CCCC(C)C1)c1c(N)n(Cc2ccccc2)c(=O)[nH]c1=O (stereo not given) | -1 | -4 |
| CCC(=O)Nc1nc(N)n(-c2ccccc2)n1 | 1 | 12 |
| O=S(=O)(Cc1ccccc1)N1CCCc2ccccc21 | -17 | 1 |
| Cn1nc(-c2ccc(Cl)cc2)c2cc(C(=O)NCCCN3CCOCC3)sc21 | 21 | 68 |
| COCCn1c(C)cc(C(=O)COC(=O)/C=C/c2cccc(OC)c2)c1C | -3 | 5 |
| Cc1onc(-c2ccccc2)c1C(=O)N(Cc1ccco1)Cc1cccs1 | 2 | -1 |
| Cc1ccc(C(=O)Nc2cc(Cl)ccc2-n2cncn2)o1 | 3 | -6 |
| O=C(COC(=O)/C=C/c1ccc(F)cc1)NC(=O)NCc1ccccc1 | -13 | 17 |
| [O-][N+]12CC[N+]([O-])(CC1)c1ccccc12 | 9 | 1 |
| CCOc1ccc2[nH]c3c(N4CCc5ccccc5C4)ncnc3c2c1 | 5 | -5 |
| O=C(Nc1ccccc1Cl)c1cc(C2CCCN(C(=O)CCc3ccccc3)C2)on1 (stereo not given) | 0 | -7 |
| CCC1=C(OC(=O)N(CC)CC)N2C(=O)OC(=NCC(=O)OC)[C@]2(C)[C@H]2C1=CC[C@H]1C(=O)N(CC)C(=O)[C@H]12 | -2 | 8 |
